Source: PubChem BioAssay (NCI)
yeast mlh1 rad18: NCI yeast anticancer drug screen, S. cerevisiae mlh1 rad18 strain; growth inhibition, % at 50 µM; actives 11% (n = 79,000);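 further: 0% = growth of vehicle-only cultures of the same strain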
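In this whole-cell yeast screen, a strain with altered DNA damage repair is challenged with compound, and its growth is measured against matched vehicle-treated controls.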
yeast rad50: NCI yeast anticancer drug screen, S. cerevisiae rad50 strain | % growth inhibition at 50 µM | actives 10% (n = 79,000);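 further: 0% = growth of vehicle-only cultures of the same strain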
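Inhibition values express reduced yeast growth in compound-treated cultures relative to vehicle-treated controls.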
mec2-1: NCI yeast anticancer drug screen, S. cerevisiae mec2-1 strain; AID 157; % growth inhibition at 50 µM; actives 9% (n = 79,000);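 further: 0% = growth of vehicle-only cultures of the same strain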
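Growth inhibition is read against vehicle-treated controls after compound exposure of the mec2-1 yeast strain, which is defective in DNA damage repair or cell cycle control.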
bub3: NCI yeast anticancer drug screen, S. cerevisiae bub3 mutant strain; growth inhibition, % at 50 µM; actives 9.9% (n = 78,000); AID 167;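 further: 0% = growth of vehicle-only cultures of the same strain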
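In this screen, a yeast mutant lacking normal mitotic checkpoint function is challenged with compound. Relative growth versus vehicle gives the inhibition value.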
sgs1 mgt1: NCI yeast anticancer drug screen, S. cerevisiae sgs1 mgt1 strain; actives 10% (n = 78,000); growth inhibition, % at 50 µM; AID 161;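 further: 0% = growth of vehicle-only cultures of the same strain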
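Mutant yeast exposed to compound; growth scored against vehicle-only wells.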
cln2 rad14: NCI yeast anticancer drug screen, S. cerevisiae cln2 rad14 strain; % growth inhibition at 50 µM; actives 8.3% (n = 78,000); AID 165;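 further: 0% = growth of vehicle-only cultures of the same strain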
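Yeast strain cln2 rad14, bearing defects in cell cycle control and DNA repair, serves as the test system; values reflect growth inhibition compared with vehicle.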
The depositor's hits bear a star; · = no result given. No stated cut-off is given here; in the data, active means growth inhibition above about 70%; inactive means the rest.

SMILES | yeast mlh1 rad18 | yeast rad50 | mec2-1 | bub3 | sgs1 mgt1 | cln2 rad14
Cc1cc(O)c(C(C)(C)C)cc1[N+](C)(C)C | 17 | 2 | 8 | 18 | 17 | 11
CC(C)(C)OC(=O)c1cccc(C(=O)OC(C)(C)C)c1 | 17 | 1 | 42 | 39 | 32 | -10
COC(=O)[C@@]12C(=O)N[C@@H](Cc3ccccc3)[C@@H]1[C@H](C)C(C)=C[C@@H]2CO | -24 | -27 | -45 | -32 | -45 | -28
C=C1CC(c2ccccc2)(c2cccs2)OC1=O (stereo not drawn) | 91* | 68 | 94* | 90* | 96* | 14
CCN(CC)CCOC(=O)Nc1cc(C(F)(F)F)ccc1Cl | 9 | 2 | -19 | 4 | 12 | 14
CC(=O)OCCc1ccccc1Cl | -3 | 19 | 0 | -19 | 3 | 1
Cc1ccc(S(=O)(=O)NC(CN)C(=O)O)cc1 (stereo not drawn) | -22 | 24 | -7 | -29 | -8 | -10
O=S1(=O)C=C(c2ccccc2)S(=O)(=O)C=C1c1ccccc1 | 91* | 89* | 90* | 92* | 95* | 58
C[Si](C)(CNCCN)O[Si](C)(C)CNCCN | 13 | 6 | -19 | 6 | -3 | 13
Oc1ccc(C(Cc2ccccc2)NCc2ccccc2)cc1 (stereo not drawn) | 18 | -8 | 15 | 5 | 16 | -13
CCOC(=O)C(Cc1c2ccccc2cc2ccccc12)(NC(C)=O)C(=O)OCC | 87* | 90* | 76* | 89* | 86* | 61
COc1ccc(/C(C)=N/N=C\c2cc(OC)c(OC)c(OC)c2)cc1 | 8 | 7 | 3 | 83* | -11 | 15
C[N+]1(C(CO)Cc2c[nH]c3ccccc23)Cc2ccccc2C1 (stereo not drawn) | -6 | 11 | 15 | -66 | -19 | -8
Cc1c2n(c(=O)[nH]c1=O)C1OC(CO)C(O2)C1O (stereo not drawn) | -29 | -2 | 6 | -30 | -34 | -17
CCc1cccc(CC)c1NC(=O)/C=C/C(=O)O | 4 | -13 | 3 | -4 | -5 | -47
O=C(O)CCC(c1ccccc1)C1SCCS1 (stereo not drawn) | -9 | -5 | 11 | 4 | 5 | 6
Cn1ncc2[nH]c(=O)n(OS(=O)(=O)c3ccccc3)c(=O)c21 | 5 | 17 | -17 | 1 | -16 | 4
C[N+](C)(C)CCC(=O)c1ccco1 | 99* | 100* | 100* | 100* | 100* | 96*
O=P1(c2ccccc2)Cc2ccccc2N1Cc1ccccc1 (stereo not drawn) | 10 | 2 | 3 | 8 | 7 | 38
Cc1cccc[n+]1[O-] | 7 | 11 | -8 | 2 | 6 | -14
CCCCCCCCCCCCCCN | 91* | 90* | 92* | 91* | 91* | 88*
Cc1cccc(-c2nc3cc(Cl)ccc3c(=O)o2)c1 | 7 | -11 | -14 | · | · | ·
CC(C)CC(NC(=O)C(CC(C)C)NS(=O)(=O)Cc1ccccc1)C(=O)O (stereo not drawn) | 10 | 10 | -11 | 6 | 6 | 5
O=CNNC(=O)Nc1cccc2ccccc12 | -26 | -30 | -9 | -32 | -20 | -6
COc1ccc(CC(=O)c2c(OC)c3c(c4c2OC(C)(C)CC4)OC(C)(C)CC3)cc1OC | 34 | 21 | -15 | 34 | 8 | 16

Later entries
SMILES | yeast mlh1 rad18 | yeast rad50 | mec2-1 | bub3 | sgs1 mgt1 | cln2 rad14
COC(CC=O)CC(C)CC(C)(C)C (stereo not drawn) | 26 | 37 | 5 | 6 | 24 | 8
CC12CC3CC(O)(C1)CC(O)(C3)C2 | 4 | 7 | -11 | -8 | -1 | 22
O=c1c2cc3ccccc3cc2c(=O)n2n1CC=CC2 | 11 | 74* | 16 | -1 | 22 | 27
Cc1cc(Oc2cnc(=O)[nH]c2)cs1 | 11 | 27 | 22 | 12 | 20 | 2
COc1ccc(C(=O)N=C(N)n2nc(C)cc2C)cc1 | -1 | -38 | -1 | 32 | -1 | -16
CCCCCSCCO | -2 | -30 | -7 | -25 | -9 | 20
Cc1ccc2c(N(C)C)cc(N(C)C)nc2c1C | 16 | 0 | 4 | -1 | -9 | -48
O=C(O)CSc1n[nH]c(-c2ccccc2)n1 | -9 | -14 | -4 | 2 | -8 | 3
COc1cc2c(c3c1/c(=N/N(C)C)c1ccccc1n3C)C=CC(C)(C)O2 | 45 | 69 | 1 | -16 | 56 | -42
O=C(O)c1c(Br)c(Br)c(Br)c(Br)c1C(=O)Nc1cc([N+](=O)[O-])ccc1O | 4 | 14 | -8 | 4 | 9 | 8
O=[N+]([O-])c1ccc(OCCO)c([N+](=O)[O-])c1 | 10 | 7 | -6 | 0 | -22 | -12
O=C1c2cccnc2-c2nccc3c2c1nc1cc(Br)ccc13 | 77* | 89* | 92* | 89* | 90* | 88*
O=C(c1cccc2c1Oc1ccccc1S2)c1cccc2c1Oc1ccccc1S2 | -1 | 12 | 8 | -4 | 14 | 23
CCCc1cc(=O)oc2c3c(c4c(c12)OC(C)(C)C=C4)O[C@@H](C)[C@H](C)[C@H]3O | 95* | 97* | 95* | 96* | 52 | 92*
O=S(=O)(c1ccccc1)c1cccc2c[n+]3ccccc3cc12 | 25 | 35 | 9 | 22 | 39 | 25
CCN(CC)CC(=O)O | 18 | 13 | -7 | -12 | -5 | 7
Cc1c(Cl)cccc1NC(=O)Nc1ccccc1 | 8 | -1 | 3 | 4 | -6 | -8

Two of the compounds above, comma-delimited.
molecule,yeast mlh1 rad18,yeast rad50,mec2-1,bub3,sgs1 mgt1,cln2 rad14
O=C(O)c1c(Br)c(Br)c(Br)c(Br)c1C(=O)Nc1cc([N+](=O)[O-])ccc1O,4,14,-8,4,9,8
O=[N+]([O-])c1ccc(OCCO)c([N+](=O)[O-])c1,10,7,-6,0,-22,-12

Entries from the list above that have nitrogen in an aromatic ring (13):
SMILES | yeast mlh1 rad18 | yeast rad50 | mec2-1 | bub3 | sgs1 mgt1 | cln2 rad14
C[N+]1(C(CO)Cc2c[nH]c3ccccc23)Cc2ccccc2C1 (stereo not drawn) | -6 | 11 | 15 | -66 | -19 | -8
Cc1c2n(c(=O)[nH]c1=O)C1OC(CO)C(O2)C1O (stereo not drawn) | -29 | -2 | 6 | -30 | -34 | -17
Cn1ncc2[nH]c(=O)n(OS(=O)(=O)c3ccccc3)c(=O)c21 | 5 | 17 | -17 | 1 | -16 | 4
Cc1cccc[n+]1[O-] | 7 | 11 | -8 | 2 | 6 | -14
Cc1cccc(-c2nc3cc(Cl)ccc3c(=O)o2)c1 | 7 | -11 | -14 | · | · | ·
O=c1c2cc3ccccc3cc2c(=O)n2n1CC=CC2 | 11 | 74* | 16 | -1 | 22 | 27
Cc1cc(Oc2cnc(=O)[nH]c2)cs1 | 11 | 27 | 22 | 12 | 20 | 2
COc1ccc(C(=O)N=C(N)n2nc(C)cc2C)cc1 | -1 | -38 | -1 | 32 | -1 | -16
Cc1ccc2c(N(C)C)cc(N(C)C)nc2c1C | 16 | 0 | 4 | -1 | -9 | -48
O=C(O)CSc1n[nH]c(-c2ccccc2)n1 | -9 | -14 | -4 | 2 | -8 | 3
COc1cc2c(c3c1/c(=N/N(C)C)c1ccccc1n3C)C=CC(C)(C)O2 | 45 | 69 | 1 | -16 | 56 | -42
O=C1c2cccnc2-c2nccc3c2c1nc1cc(Br)ccc13 | 77* | 89* | 92* | 89* | 90* | 88*
O=S(=O)(c1ccccc1)c1cccc2c[n+]3ccccc3cc12 | 25 | 35 | 9 | 22 | 39 | 25
